High-throughput results from PubChem BioAssay.
GPR151 ag – activates the human receptor GPR151; activation, % at 11.2 µM; PathHunter beta-arrestin GPR151 cells, luminescence; AID 1508602; actives 1% (n = 650,000); in the data active = activation above about 4.9%;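 also: 0% = median of compound wells and 100% = cells with positive control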
Target sequence (Q8TDV0 whole entry, looked up): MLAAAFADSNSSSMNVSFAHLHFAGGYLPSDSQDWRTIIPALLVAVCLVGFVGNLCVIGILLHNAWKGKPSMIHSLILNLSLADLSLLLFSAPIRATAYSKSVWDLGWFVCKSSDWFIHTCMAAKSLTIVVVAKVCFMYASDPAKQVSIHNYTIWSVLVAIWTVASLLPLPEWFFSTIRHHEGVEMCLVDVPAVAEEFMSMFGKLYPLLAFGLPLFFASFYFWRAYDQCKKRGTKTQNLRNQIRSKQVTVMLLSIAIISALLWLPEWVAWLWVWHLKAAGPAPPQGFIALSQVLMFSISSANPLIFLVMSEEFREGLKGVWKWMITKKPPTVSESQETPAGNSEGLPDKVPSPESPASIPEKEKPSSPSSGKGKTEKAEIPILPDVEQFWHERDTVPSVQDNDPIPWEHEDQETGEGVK
FBW7 act – activators of human E3 ligase FBW7. Q969H0. AlphaScreen FBW7–phospho-cyclin E peptide binding, activator screen. normalized activity (activation), % at 26.1 µM. actives 0.13% (n = 650,000). AID 1259310; in the data active = normalized activity above about 1.9%;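 also: purified mutant Fbw7 with reduced substrate affinity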
MITF primary – blocks human microphthalmia-associated transcription factor | AlphaScreen MITF homodimerization, bead proximity signal | O75030 | inhibition, % at 2.6 µM | actives 0.91% (n = 650,000); in the data active = inhibition above about 50%;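 also: 0% = vehicle wells with protein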
Target sequence (O75030 whole entry, looked up): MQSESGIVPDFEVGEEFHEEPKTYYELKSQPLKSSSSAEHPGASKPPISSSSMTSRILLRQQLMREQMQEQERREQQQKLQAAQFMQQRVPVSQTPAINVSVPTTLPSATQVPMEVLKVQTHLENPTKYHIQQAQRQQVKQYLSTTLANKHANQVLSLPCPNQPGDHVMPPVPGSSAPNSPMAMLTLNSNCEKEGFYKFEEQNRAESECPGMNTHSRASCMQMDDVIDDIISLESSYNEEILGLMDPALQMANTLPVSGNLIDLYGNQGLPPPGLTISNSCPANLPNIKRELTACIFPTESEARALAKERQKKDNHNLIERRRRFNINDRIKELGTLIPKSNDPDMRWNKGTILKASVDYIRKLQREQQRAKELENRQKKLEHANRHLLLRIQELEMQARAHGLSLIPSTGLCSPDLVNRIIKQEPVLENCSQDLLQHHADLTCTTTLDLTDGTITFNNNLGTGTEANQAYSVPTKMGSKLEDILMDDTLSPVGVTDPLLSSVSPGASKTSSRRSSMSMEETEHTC
TEAD-YAP block – TEAD-YAP interaction inhibition | HEK-TIYL cells, TEAD-Gal4/YAP UAS-luciferase luminescence | inhibition, % at 9.12 µM | actives 1.4% (n = 640,000) | AID 1259422; in the data active = inhibition above about 32%;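 also: 0% = median of test compound wells and 100% = reference inhibitor wells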
Starred values were filed as active, the others as inactive.

entry	molecule	FBW7 act	TEAD-YAP block	MITF primary	GPR151 ag
1	COc1ccccc1/C=C/C=N/NC(=O)c1cnccn1	0.0	-24	9	1.9
2	CCOc1ccc(CO[C@@H]2O[C@H](CO)[C@@H](O)[C@H](O)[C@H]2NC(C)=O)cc1OC	0.0	3	6	-1.6
3	COC(=O)c1cc(Br)c(O)c(Br)c1	0.0	-15	-3	-0.4
4	NC(=O)CSc1ncccc1-c1nc2ccccc2[nH]1	0.0	-1	1	1.0
5	Cc1ccc(C)c(NC(=O)Cn2cnc3c(cnn3C(C)(C)C)c2=O)c1	0.0	12	-3	0.5
6	COC(=O)CNC1CCN(c2ccc(NC(=O)c3ccc(C)cc3C)cc2)CC1	0.0	1	3	1.7
7	O=C(CSc1nnc(CCCN2C(=O)c3cccc4cccc(c34)C2=O)n1-c1ccccc1)NCc1cccnc1	0.0	4	13	-0.2
8	CCCCOc1ccc(C(=O)Nc2ccc3nc(SCC(=O)NCCOc4ccccc4)sc3c2)cc1	-0.1	6	4	0.3
9	COc1ccccc1N1CCN(S(=O)(=O)c2ccc(F)c(C(=O)Nc3ccc(Cl)cc3F)c2)CC1	0.3	11	8	-3.1
10	Nn1cnn2c(SCc3ccc(Cl)cc3)nnc12	0.6	-1	15	0.6
11	OC(COc1ccc(Cl)cc1)CN1CCN(CC(O)COc2ccc(Cl)cc2)CC1 (configuration not stated)	-0.1	-16	8	-1.5
12	COc1ccc(-n2c(=S)[nH]c3c(sc(=S)n3-c3ccccc3)c2=O)cc1OC	0.0	-5	2	-0.4
13	CC(=O)c1ccc(NC(=O)c2ccc(Cl)cc2)cc1	0.1	-68	7	0.6
14	Cc1ccc(C(C(=O)NC2CCCC2)N(Cc2cccs2)C(=O)c2csnn2)o1 (configuration not stated)	-0.1	6	5	0.5
15	CC1CN(C(=O)c2ccccc2)OC(c2c[nH]c3ccccc23)O1 (configuration not stated)	0.0	12	8	1.6
16	O=C(CNC(=S)N(CCCN1CCOCC1)Cc1cccs1)NC1CCCc2ccccc21 (configuration not stated)	-0.1	-4	4	0.8
17	Cc1ccc(C(=O)CSc2nc3nc(C)cc(C)c3c(=O)[nH]2)c(C)c1	0.1	5	4	0.1
18	CCOC(=O)Nc1ccc(S(=O)(=O)N2CCC(C)CC2)cc1	0.2	3	7	0.0
19	COc1ccc(OC)c(C(=O)c2coc3c2cc(O)c2ccccc23)c1	-0.3	-11	-8	0.4
20	CSc1ccc(-c2nc(CSCC(=O)N3CCOCC3)c(C)o2)cc1	-0.2	-2	-18	-0.8
21	Cc1cc(N2CCCC(C(=O)NCCc3ccccc3)C2)n2ncnc2n1 (configuration not stated)	0.0	4	7	1.5
22	Cc1ccc(C)c(OCC(=O)N/N=C/c2ccc(O)cc2)c1	1.7	11	10	-1.4
23	O=C(Nc1ccc(Cl)cc1)Nc1ccc(I)cc1	0.0	-10	-1	0.0
24	CC(=O)N=C1SC2CS(=O)(=O)CC2N1c1ccc(Br)c(C)c1 (configuration not stated)	-0.4	0	5	0.4
25	O=C(c1cccc(-n2c(=S)[nH]c3cc(Cl)ccc3c2=O)c1)N1CCC(Cc2ccccc2)CC1	0.0	1	10	-0.6
26	CC(NC(=O)c1ccc(N2CCC(NC3CC3)CC2)cc1)c1ccccc1 (configuration not stated)	-0.1	-1	5	-1.3
27	CC(=O)C1=C(C(F)(F)F)NC(=O)NC1c1cccc([N+](=O)[O-])c1 (configuration not stated)	-0.1	2	1	0.2
28	O=S(=O)(Cc1ccccc1)N1CCCC(c2nc(-c3ccncc3)no2)C1 (configuration not stated)	-0.7	-6	-3	-0.5
29	Cc1cccc(-n2ncc3c(NC4CCCCC4)ncnc32)c1	0.1	53*	-6	2.0
30	O=C(CN1CCCCC1)N=Nc1c(O)[nH]c2ccccc12	-0.1	0	3	1.9
31	Cc1cnc(C(=O)Nc2nnc(C(C)C)s2)cn1	-0.2	-66	20	1.1
32	COc1ccc(CCN2C(=O)CC(C(=O)Nc3ccc(C)cc3C)SC2=Nc2ccccc2)cc1OC (configuration not stated)	-0.1	-7	0	-0.4
33	COc1cccc(-n2c(C)nnc2SCC(N)=O)c1	0.1	-3	-13	-1.2
34	CCCC(=O)Nc1ccc(C(=O)N/N=C/c2ccc(O)cc2O)cc1	-0.3	-5	0	-0.7
35	CN(CC(=O)Nc1ccc(Cl)cc1)C(=O)c1ccccc1Br	0.0	-2	-4	0.2
36	COc1ccc(C(=O)Oc2ccccc2/C=N/N=C2/NC(=O)CS2)cc1	0.1	-17	0	-1.3
37	Cc1ccc(OCC(=O)NNC(=O)COc2ccc3ccccc3c2)cc1	0.0	6	4	0.8
38	CCC(CC)C(=O)NCc1ccccc1OC	0.1	9	10	-0.1
39	COc1cccc(C2C(C(=O)OC(C)C)=C(C)NC3=C2C(=O)CC(C)(C)C3)c1OC (configuration not stated)	0.5	5	64*	0.2
40	COc1cc(C2C(C(=O)N3CCCCC3)=C(C)NC3=C2C(=O)CCC3)cc(Cl)c1O (configuration not stated)	-0.2	13	0	1.6
41	COc1ccc(CNC(=O)CSCc2cccc(Cl)c2)cc1	-0.2	12	17	0.0
42	CCN(CCn1cccn1)C(=O)CC1C(=O)NCCN1Cc1ccc(-c2ccccc2)cc1 (configuration not stated)	0.7	17	2	-1.1
43	CCc1ccc(-n2nc3ccc(NC(=S)NC(=O)c4cccs4)cc3n2)cc1	0.1	-46	0	1.6
44	N#Cc1cnc(SCC(=O)N2CCCC2)nc1N	0.0	5	-3	-0.6
45	Cn1c(=O)[nH]c(=O)c2c1nc(N1CCOCC1)n2CCSc1ncccn1	0.0	-1	-4	-0.1

In the list so far, 7 have an NH in an aromatic ring:
entry	molecule	FBW7 act	TEAD-YAP block	MITF primary	GPR151 ag
4	NC(=O)CSc1ncccc1-c1nc2ccccc2[nH]1	0.0	-1	1	1.0
12	COc1ccc(-n2c(=S)[nH]c3c(sc(=S)n3-c3ccccc3)c2=O)cc1OC	0.0	-5	2	-0.4
15	CC1CN(C(=O)c2ccccc2)OC(c2c[nH]c3ccccc23)O1 (configuration not stated)	0.0	12	8	1.6
17	Cc1ccc(C(=O)CSc2nc3nc(C)cc(C)c3c(=O)[nH]2)c(C)c1	0.1	5	4	0.1
25	O=C(c1cccc(-n2c(=S)[nH]c3cc(Cl)ccc3c2=O)c1)N1CCC(Cc2ccccc2)CC1	0.0	1	10	-0.6
30	O=C(CN1CCCCC1)N=Nc1c(O)[nH]c2ccccc12	-0.1	0	3	1.9
45	Cn1c(=O)[nH]c(=O)c2c1nc(N1CCOCC1)n2CCSc1ncccn1	0.0	-1	-4	-0.1

The results go on:
entry	molecule	FBW7 act	TEAD-YAP block	MITF primary	GPR151 ag
46	CC(C)(C)NS(=O)(=O)c1ccccc1Cl	0.0	-11	6	2.7
47	O=C(Nc1ccc(OC(F)(F)F)cc1)c1ccc(=O)[nH]c1	0.1	33*	-4	0.5
48	Cc1cc(N2CCN(C)CC2)nc2ccc(NC(=O)CCC(=O)N3CCCC(C)C3)cc12 (configuration not stated)	0.0	-10	1	-0.7
49	Cc1ccc(N=C2SC(C(=O)NCCc3ccccc3)CC(=O)N2C)cc1Cl (configuration not stated)	0.0	9	15	-0.1
50	CCOC(=O)C1CCN(Cc2nc3sc4c(c3c(=O)[nH]2)CCCC4)CC1	0.0	1	-1	-0.5
51	COC(=O)C(Cc1c[nH]c2ccccc12)NC(=O)COc1ccc(C)cc1 (configuration not stated)	-0.1	-6	7	1.9
52	COCCNC(=O)c1cn(C[C@H]2CCCN(C(=O)c3ccn[nH]3)C2)nn1	0.1	0	17	-0.2
53	O=C(O)c1ccc(-n2nncc2C23CC4CC(CC(C4)C2)C3)cc1	0.1	1	8	0.7
54	O=C(CCCn1c(=S)[nH]c2ccc(Br)cc2c1=O)NC1CCCCCC1	-0.1	-12	-6	-0.4
55	COc1ccc(CC(=O)NCCCCN2CCOC(c3ccccc3)C2)cc1 (configuration not stated)	0.2	2	18	-1.3
56	O=C(CN1CCc2nc(N3CCCCC3)[nH]c(=O)c2C1)NCc1cccs1	0.0	8	12	0.5
57	O=C(NCc1cccc(Cl)c1)Nc1ccc(-c2cn[nH]c2)cc1	-0.1	-6	1	1.3
58	COc1cccc(-n2nnc3c(=O)n(Cc4ccccc4Cl)cnc32)c1	-0.2	1	-6	0.4
59	O=C(c1cc(Cl)nc2ccccc12)N1CCCCC1	-0.1	-8	-5	-0.2
60	CCCCN(C)C(=O)Cn1cnc2sc(C)c(C)c2c1=O	0.1	-9	1	-0.9

Retrieved by compound from the entries so far, two records:
entry	molecule	FBW7 act	TEAD-YAP block	MITF primary	GPR151 ag
48	Cc1cc(N2CCN(C)CC2)nc2ccc(NC(=O)CCC(=O)N3CCCC(C)C3)cc12 (configuration not stated)	0.0	-10	1	-0.7
46	CC(C)(C)NS(=O)(=O)c1ccccc1Cl	0.0	-11	6	2.7

The listing continues:
entry	molecule	FBW7 act	TEAD-YAP block	MITF primary	GPR151 ag
61	O=C(Nc1ccc(Br)cn1)c1cc2n(n1)C(C(F)(F)F)CC(c1cccs1)N2 (configuration not stated)	0.0	-8	-4	-0.3
62	Cc1cc(C)cc(OCC(=O)NNC(=O)COc2ccc(C)c(C)c2)c1	0.1	11	27	-0.4
63	CCOC(=O)c1c(NC(=O)c2ccccc2Oc2ccccc2)sc2c1CCCCC2	-0.1	-10	-12	-0.8
64	Cn1c(=O)cc(SCC(=O)N2CCN(c3cccc(Cl)c3)CC2)c2ccccc21	-0.8	-22	-4	0.9
65	COc1ccc(OC)c(NC(=O)COc2ccc(C(C)(C)C)cc2)c1	-0.1	5	-4	0.8
66	Oc1oc(-c2ccccc2F)nc1C=Nc1ccc(Br)cc1	-0.1	4	-8	0.2
67	O=C(Nc1ccccn1)c1ccc(Cl)c([N+](=O)[O-])c1	-0.5	-9	-2	1.7
68	CC1N(C)c2ccc(C=C(C#N)C#N)cc2C1(C)C (configuration not stated)	0.4	20	8	0.3
69	COc1cccc(OCC(=O)NCC2CCCO2)c1 (configuration not stated)	0.0	4	0	-1.6
70	O=C(NCc1nnnn1-c1ccc(Cl)cc1)NC1CCCCC1	0.1	3	-10	1.0
71	COC(=O)CNC(=O)CNC(=O)c1nn(-c2ccc(OC)cc2)c(=O)c2ccccc12	-0.1	7	2	-0.1
72	CC(=NCCC(C)C)c1c(C)[nH]n(-c2ccc([N+](=O)[O-])cc2)c1=O	0.0	-3	-5	-0.8
73	COc1ccc(NC(=O)Cn2c(-c3ccccc3Cl)nc3sc(C)c(C)c3c2=O)cc1OC	-0.2	-11	-11	-0.3
74	Cc1cccc(NC(=O)CN2C(=O)N/C(=C/c3ccc(F)cc3)C2=O)c1	-0.1	10	-9	-1.5
75	NC(=O)N1CCN(c2ccc(Cl)cc2[N+](=O)[O-])CC1	0.2	12	7	-0.3
76	CCOC(=O)c1c(NC(=O)CSc2nc(C)cc(C(F)(F)F)n2)sc2c1CCC(CC)C2 (configuration not stated)	0.1	5	13	-1.1
77	COc1ccc(NC(=O)CSc2cn(C)c3ccccc23)cc1	-0.3	6	7	0.1
78	O=C(CC1Sc2ccccc2NC1=O)Nc1ccc(Cl)cc1 (configuration not stated)	0.0	-15	-10	-1.4
79	CCOC(=O)N1CCN(CCC(=O)Nc2ccc(F)cc2)CC1	0.1	-12	-13	0.5
80	O=C(O)CCC(=O)OCc1ccccc1	-0.1	4	2	-0.9
81	COc1ccc(-c2cc(C(N)=O)on2)cc1	0.2	9	14	-0.9
82	NC(=O)c1ccc(NC(=O)Cn2c(CN3CCOCC3)nc3ccccc3c2=O)cc1	0.1	-10	-6	-0.8
83	CCOc1cc(C=C2C(=O)c3ccccc3C2=O)ccc1OC(C)=O	-0.2	15	6	10*
84	Cc1cc(Br)ccc1NC(=O)CCCOc1cc(=O)n(C)c2ccccc12	-0.5	-39	2	-0.7
85	COc1ccc(OC)c(/C=N/NC(=O)CSc2nc3ccccc3o2)c1	-0.5	2	-1	0.4
86	COc1cc(C)c(S(=O)(=O)Nc2cccc(-c3ccc(N4CCCC4)nn3)c2)cc1C	0.1	-7	6	0.4
87	CCc1ccccc1NC(=O)c1c(C)nn(-c2ccccc2)c1Cl	0.0	-4	-1	-1.7
88	CCC1CCCCN1C(=O)CSc1nc2[nH]ncc2c(=O)n1-c1cccc(Cl)c1 (configuration not stated)	0.1	10	10	0.3
89	Nn1c(SCC(=O)O)nnc1C1CCCCC1	-0.1	-4	2	-1.3
90	O=C(NCCc1ccccc1)c1ccc2c(c1)NC(=O)C(CS(=O)(=O)Cc1cccc(F)c1)N2 (configuration not stated)	0.1	-9	-9	-0.9
91	COC(=O)c1ccc(NC(=O)CCCCC(=O)Nc2ccc(C(=O)OC)cc2)cc1	0.0	4	-15	-0.1
92	Cc1ccc([N+](=O)[O-])cc1S(=O)(=O)ON1C(=O)c2cccc3cccc(c23)C1=O	0.0	0	1	-0.8

Rows are unselected; about 3.5% have a hit in one of these screens.
